Assay outcomes from PubChem BioAssay.
Y pestis TopoI: blocks Yersinia pestis topoisomerase I activity. Y. pestis Topo-I cleavage product accumulation, plate reader. activity, % at 10 µM. actives 0.064% (n = 360,000); in the data active = activity above about 50%, passing the limit was not always enough; also: inactives centre near 2
PriA SSB inh: inhibitors of Klebsiella pneumoniae PriA binding to SSB C-terminal tail. inhibition, % at 33 µM. AID 1272365. actives 0.6% (n = 430,000). AlphaScreen SSBct-PriA binding, biotinylated peptide; in the data active = inhibition mostly above about 37%, no sharp cut-off; inactive = mostly below about 20%;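 also: plate controls were negative control peptide for no effect and reference peptide for full effect; strong numbers were not always called active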
MazEF act: activators of E. coli MazEF toxin-antitoxin RNase. P0AE70. FAM/BHQ RNA-DNA oligo cleavage fluorescence, 5 h. activation, % at 20 µM. actives 0.32% (n = 350,000). AID 504720; in the data active = activation above about 50%
Target sequence (P0AE70 whole entry, looked up): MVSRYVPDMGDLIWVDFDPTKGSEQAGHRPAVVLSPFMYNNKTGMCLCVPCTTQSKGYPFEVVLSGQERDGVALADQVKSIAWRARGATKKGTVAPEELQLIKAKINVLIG
3CLpro inhibitor: SARS-CoV 3CLpro protease inhibition. inhibition, % at 6 µM. recombinant SARS-CoV 3CLpro, quenched FRET peptide cleavage. actives 0.14% (n = 290,000). AID 1706; in the data active = inhibition above about 12%
Rv3671c inh: Rv3671c (M. tuberculosis) protease inhibition; P9WHR9; inhibition, % at 5.96 µM; actives 0.048% (n = 320,000); AID 2606; in the data active = inhibition above about 38%;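 also: extracellular domain of Rv3671c used as enzyme; 0% = enzyme with DMSO and 100% = no enzyme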
Target sequence (P9WHR9 whole entry, looked up, the tested form may be a part): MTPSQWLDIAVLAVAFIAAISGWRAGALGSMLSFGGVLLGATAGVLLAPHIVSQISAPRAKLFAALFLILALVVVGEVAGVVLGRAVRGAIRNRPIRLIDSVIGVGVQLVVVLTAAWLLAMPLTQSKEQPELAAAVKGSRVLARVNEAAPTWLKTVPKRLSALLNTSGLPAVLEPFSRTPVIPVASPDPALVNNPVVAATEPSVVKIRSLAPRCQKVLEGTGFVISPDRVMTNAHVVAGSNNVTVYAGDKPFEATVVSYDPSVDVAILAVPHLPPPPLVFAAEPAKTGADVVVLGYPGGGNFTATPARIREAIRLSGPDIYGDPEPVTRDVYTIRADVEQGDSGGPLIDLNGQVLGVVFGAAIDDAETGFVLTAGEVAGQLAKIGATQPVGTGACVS
DUSP3 inh: DUSP3 (human) phosphatase inhibition. recombinant VHR phosphatase, pNPP absorbance. inhibition, % at 13.3 µM. actives 0.52% (n = 290,000). AID 1654; in the data active = inhibition above about 50%; also: some compounds called inactive have numbers as strong as hits
Target sequence (P51452 whole entry, looked up): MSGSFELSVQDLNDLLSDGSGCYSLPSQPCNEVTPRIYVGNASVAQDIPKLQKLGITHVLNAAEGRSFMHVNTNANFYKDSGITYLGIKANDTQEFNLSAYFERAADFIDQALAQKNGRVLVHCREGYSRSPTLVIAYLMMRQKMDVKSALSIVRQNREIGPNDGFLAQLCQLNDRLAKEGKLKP
TcdB GH inh: TcdB glycohydrolase inhibition. P18177. TcdB glycohydrolase enzymatic assay, plate reader. inhibition, % at 9.99 µM. actives 0.24% (n = 350,000). AID 652162; in the data active = inhibition above about 10%
PrPC surface inh: inhibitors of human cell surface prion protein PrPC; P04156; TR-FRET read-out; inhibition, % at 13.8 µM; actives 0.43% (n = 370,000); AID 720596; in the data active = inhibition above about 24%; also: 0% = median of the test wells and 100% = reference compound wells
BH1578 lux ind: induces V. cholerae light production without autoinducers. actives 0.16% (n = 350,000). AID 588436. V. cholerae BH1578 lux reporter, luminescence, 6 h. activation, % at 18.7 µM; in the data active = activation mostly above about 9.7%, no sharp cut-off; also: not every result past the cut was called active; inactives centre near 0; reference of the scale not given here
CCHF vOTU inh: blocks the CCHF virus ovarian tumor domain protease; CCHFV vOTU protease, Pep-AMC fluorescence; inhibition, % at 11.5 µM; actives 0.55% (n = 370,000); AID 651958; in the data active = inhibition above about 30%; also: 0% = vehicle wells with enzyme and 100% = no enzyme wells
Starred values were filed as active, the others as inactive; i = inactive; . = no result given; & = joins results of further samples. These rows are one share of the data; the hit share may differ from the screen's.

SMILES	Y pestis TopoI	PriA SSB inh	MazEF act	3CLpro inhibitor	Rv3671c inh	DUSP3 inh	TcdB GH inh	PrPC surface inh	BH1578 lux ind	CCHF vOTU inh
CCc1nnc(NC(=O)c2ccc(S(=O)(=O)N(CC)CC)cc2)s1	-6	-2	9	1	7	14	0.7	-8	-1.0	5
Cc1ccc(CNC(=O)C2CC(=O)N(C3CCCC3)C2)cc1 (stereo unspecified)	-11	-3	9	.	3	.	-1.8	-7	-1.3	2
CN1C(=O)/C(=C\c2cc(N=Nc3ccccc3)ccc2O)SC1=S	0	3	2	5	10	25	.	3	-0.6	14
CCOC(=O)Cn1c(=O)oc2cc(S(=O)(=O)NCCc3ccc(C)cc3)ccc21	10	-14	-1	3	5	11	0.8	0	-0.1	2
S=C(N/N=C/c1ccco1)NC1CC2CCC1C2 (stereo unspecified)	-3	.	5	-1	6	-2	1.7	-2	i	10
N#Cc1c(C#N)c(-c2ccccc2)n(-c2ccccc2)c1N	3	15	9	4	-3	10	.	3	i	3
CCOC(=O)CCn1cc(F)c(=O)[nH]c1=O	13	-6	7	-3	2	-4	-2.8	4	-0.2	-2
O=[N+]([O-])c1cccc2c(N3CCCC3)ccnc12	8	-10	3	1	6	9	-0.1	-23	i	1
N#Cc1ccc(CO/N=C/c2ccccc2)cc1	35	.	-3	0	11	6	1.1	4	-0.6	-2
COc1cccc(CNC(=O)c2ccc(NC(=O)C3CCCO3)cc2)c1 (stereo unspecified)	-1	-21	6	1	6	16	.	0	3.3	14
COc1ccc(/C=C(/CC(=O)NCc2ccc(Cl)cc2)c2nc3ccccc3s2)cc1	-3	-19	-18	-2	-6	-2	.	4	0.3	-5
COc1ccccc1CN1C[C@@H]2C[C@@H](c3cccc(C)n3)N3CCC[C@@]23C1=O	9	-16	3	-1	-11	22	-2.4	7	i	0
COc1ccc(OCC(=O)NCc2n[nH]c(=O)c3ccccc23)cc1	-10	-6	-2	.	-4	.	0.1	2	-0.7	-10
Cc1cc(C)cc(NC(=O)COc2coc(CN3CCN(c4ccccc4)CC3)cc2=O)c1	28	-14	3	.	-1	.	2.1	2	2.8	2
CCCC1NC(=O)NC(C)=C1C(=O)OCC (stereo unspecified)	5	-7	-7	-3	3	23	0.0	-6	-1.4	-4
CCN(CC(=O)Nc1ccc(OC)cc1)C(=O)c1cc(S(=O)(=O)N(C)C)ccc1N1CCCC1	7	-1	4	.	-1	.	0.0	-5	i	4
CCC(C)(C)n1nnnc1C(c1cc2ccc(C)cc2[nH]c1=O)N(Cc1cccnc1)Cc1ccco1 (stereo unspecified)	-7	14	-4	2	-2	-15	1.1	-4	i	9
O=C(NCCOc1cccc(Oc2ccccc2)c1)c1cc(-n2cnnc2)ccc1Cl	31	-17	1	0	-7	-4	.	-3	-2.8	17
Cc1ccccc1OCc1nc2c3c(ncn2n1)-c1ccccc1CC31CCCC1	12	5	1	-3	-1	-8	.	6	-0.1	-8
Cc1ccc(N(C(=O)CNC(=O)c2ccco2)C(C(=O)NC2CCCC2)c2ccncc2)c(C)c1 (stereo unspecified)	2	1	-7	2	-2	22	-4.2	-1	-0.5	4
Cc1noc(NS(=O)(=O)c2ccc(NC(=O)CSc3nc4ccccc4s3)cc2)c1C	6	-11	3	-2	0	13	.	-5	i	-2
O=c1[nH]c2c(s1)C=Nc1ccccc1N2	4	1	-201	1	2	10	.	-9	1.5	5
CC1(C(=O)Nc2ccc3c(c2)OCO3)Cc2c(-c3cccc(C(N)=O)c3)ccnc2O1 (stereo unspecified)	11	.	.	.	.	.	0.2	19	-0.3	6
Cc1ccc(NC(=O)CC(C)S(=O)(=O)c2ccc3c(c2)NC(=O)CO3)cc1C (stereo unspecified)	-2	-6	-2	-4	-9	33	0.4	1	1.2	10
COc1ccccc1-n1c(SCC(=O)NC2CCS(=O)(=O)C2)nc2cc([N+](=O)[O-])ccc21 (stereo unspecified)	14	-20	7	2	1	24	5.8	-10	3.8	-3
Further results follow:
SMILES	Y pestis TopoI	PriA SSB inh	MazEF act	3CLpro inhibitor	Rv3671c inh	DUSP3 inh	TcdB GH inh	PrPC surface inh	BH1578 lux ind	CCHF vOTU inh
COc1cc(OC)c2c(-c3cccc(-c4ccc(O)cc4)c3)cc(=O)oc2c1	-2	8	13	.	.	.	0.3	12	-6.2	13
COc1ccc(/C(N)=N/OC(=O)c2ccc(OC)c([N+](=O)[O-])c2)cc1OC	-1	.	11	0	-1	35	-0.1	-5	-0.3	-13
N#Cc1ccc(NC(=O)COC(=O)CSc2nnc(-c3ccc(Cl)cc3)o2)cc1	-5	-3	3	-1	-6	-1	1.1	6	-2.7	-3
O=C(Nc1ncc(Cc2ccccc2)s1)C1CCCO1 (stereo unspecified)	-2	-15	-3	-4	3	30	0.4	13	-0.2	7
COc1cccc(NC(=O)C2CCC(CNC(=O)[C@@H]3Cc4ccccc4CN3)CC2)c1 (stereo partly specified)	11	7	7	2	-4	8	0.1	-7	-2.6	-4
COc1ccc(-n2cc(-c3ccccc3)c3c(NCCCN4CCOCC4)ncnc32)cc1	28	25	14	-3	1	-24	-0.1	-10	-0.5	7
Cc1ccccc1-n1c(SCC(=O)c2cc(C)n(C)c2C)nnc1-c1ccncc1	8	4	-3	-1	-5	15	.	3	i	-12
O=C(CN1C(=O)NC2NC(=O)NC21)N/N=C/c1ccccc1O (stereo unspecified)	-2	.	4	-2	-2	10	-31	-5	i	4
COC(=O)COc1ccc(C)cc1-n1nc2ccccc2n1	4	3	0	1	3	15	-1.4	15	i	5
O=C(O)c1cccc(OCc2ccccc2Cl)c1	9	-3	0	10	0	12	.	-8	-3.7	-5
CCOC(CNC(=O)CCc1c(C)nc2ncnn2c1C)OCC	0	-4	11	7	-2	-33	.	-3	-0.4	-7
Cc1ccc(CNC(=O)CSc2ccc(-c3cccs3)nn2)cc1	-9	-8	47	6	-12	13	4.8	8	-0.5	-1
Cc1ccc(N(C(=O)c2csnn2)C(C(=O)NC(C)(C)C)c2cccnc2)cc1C (stereo unspecified)	0	-3	0	-1	6	23	-2.8	12	-1.6	-4
Cc1cccc2cc3c(nc12)-c1ccccc1C3=O	-11	-43	1	-1	0	31	-4.8	9	-1.2	-2
c1ccc(COc2ccc(OCCCn3cncn3)cc2)cc1	0	-15	3	-8	0	4	.	8	-1.4	3
Cc1ccc(C(=O)/C=C/Nc2ccccn2)cc1	-4	.	4	-1	-2	.	.	3	0.5	-6
Cc1ccc(-c2csc(NNC(=O)c3ccccc3)n2)cc1	0	5	5	-1	5	0	0.9	8	-0.4	20
O=C(COc1cccc2cccnc12)N1CCc2ccccc2C1	1	-9	-3	-4	2	40	.	-3	-5.0	11
COc1ccc2c(c1)c(C(C)=O)c(C)n2C	1	5	10	-4	1	10	2.2	-6	i	0
CC(C)c1cc(-c2cc(-c3ccc(Cl)cc3)on2)nc(NCC2CC2)n1	5	-9	-8	.	-9	7	1.7	7	-0.7	-10
C#CCN1C=CC(=O)[C@@H](OC(=O)Nc2ccc(OC)cc2)[C@H]1c1ccccc1Br	17	6	0	.	.	.	-0.3	1	-1.5	13
COc1cccc(=O)c2c(C)n(-c3ccc(C(=O)O)cc3)c(C)c12	-3	3	-22	1	4	-12	-0.8	-11	-0.2	-7
O=C(O)c1ccc(Cl)c(NCc2cccs2)c1	3	2	-4	3	5	4	2.9	5	-0.8	-10
Clc1ccccc1-c1cccc2nccn12	10	.	.	.	.	.	0.8	1	0.7	-14
Cc1cc(C(C)c2ccccc2)c(O)c(CN2CCOCC2)c1C (stereo unspecified)	32	21	7	5	1	-16	.	-1	-0.7	-2

Compounds listed so far with a furan ring, fused or not (three):
SMILES	Y pestis TopoI	PriA SSB inh	MazEF act	3CLpro inhibitor	Rv3671c inh	DUSP3 inh	TcdB GH inh	PrPC surface inh	BH1578 lux ind	CCHF vOTU inh
S=C(N/N=C/c1ccco1)NC1CC2CCC1C2 (stereo unspecified)	-3	.	5	-1	6	-2	1.7	-2	i	10
CCC(C)(C)n1nnnc1C(c1cc2ccc(C)cc2[nH]c1=O)N(Cc1cccnc1)Cc1ccco1 (stereo unspecified)	-7	14	-4	2	-2	-15	1.1	-4	i	9
Cc1ccc(N(C(=O)CNC(=O)c2ccco2)C(C(=O)NC2CCCC2)c2ccncc2)c(C)c1 (stereo unspecified)	2	1	-7	2	-2	22	-4.2	-1	-0.5	4

(continued)
SMILES	Y pestis TopoI	PriA SSB inh	MazEF act	3CLpro inhibitor	Rv3671c inh	DUSP3 inh	TcdB GH inh	PrPC surface inh	BH1578 lux ind	CCHF vOTU inh
Cc1cc(C)nc(SCC(=O)n2c3c(c4ccccc42)CCCC3)n1	3	3	39	2	-10	-1	.	-3	-0.3	4
CC(C)(C)NC(=O)COC(=O)c1cc(S(=O)(=O)N2CCCCC2)ccc1N1CCOCC1	-1	-16	2	5	-5	35	.	6	i	17
O=P(N[C@@H](c1ccccc1)[C@@H]1C[C@H]1CO)(c1ccccc1)c1ccccc1	0	-14	-4	-3	-13	-15	1.4	-4	-1.2	-6
CC(C)(C)c1ccc(OCCCNCc2ccccc2)cc1	16	0	-11	2	11	4	.	-6	0.7	-1
c1ccc2c(c1)nnn2-c1ncnc2sc3c(c12)CCCC3	-11	-27	-14	3	6	-16	.	4	2.4	-2
C=CCOC(=O)/C(=C\c1ccccc1)NC(=O)c1ccc(C)cc1	2	-7	-2	1	-3	6	0.8	-2	-0.3	9
COc1ccc(Cn2c(=O)[nH]c3cc(C(=O)N4CCN(c5ccccc5)CC4)ccc3c2=O)cc1	-4	2	47	-4	1	21	.	.	-1.3	.
CC(C)(C)NC(=O)NC(=O)CSc1ncn[nH]1	4	-3	-8	-3	-6	24	1.0	3	i	0
COc1ccc(CNC(=O)c2ccc(C)o2)cc1	2	6	11	-1	1	9	.	11	-2.5	3
C=CCNc1oc(/C=C/c2ccccc2)nc1C#N	9	-11	-4	5	-6	14	2.0	-4	-0.3	-322
CC(=O)NC12CC3CC(C1)CC(C(=O)N1CCN(S(=O)(=O)c4ccc(C(C)C)cc4)CC1)(C3)C2	20	-8	0	.	4	.	2.3	-2	i	-4
O=C(Cn1nc(-c2cccc(Cl)c2)ccc1=O)Nc1ccccc1Br	0	10	-12	5	0	14	-1.3	-7	-0.3	8
COC(=O)CSc1nc2nc(C)cc(C)n2n1	0	-12	2	0	-3	11	1.4	3	1.3	6
CN1C(c2ccccc2)CC(=NO)CC1c1ccccc1 (stereo unspecified)	3	-5	11	-3	-4	40	0.1	8	-0.5	-8
Cn1cccc1C(=O)NCC(c1ccco1)N1CCCCC1 (stereo unspecified)	12	-4	0	.	-7	.	1.5	1	i	7
CC(C)NC(=O)CC1OC(=O)c2ccccc21 (stereo unspecified)	-5	-1	-1	7	8	12	.	-4	i	5
CC1(C)Oc2cc3oc(=O)ccc3cc2C[C@@H]1O	2	7	1	.	0	.	1.8	-3	i	-33
COc1ccc(S(=O)(=O)N(C)C[C@H]2Oc3c(NC(=O)NC4CCCCC4)cccc3C(=O)N([C@H](C)CO)C[C@@H]2C)cc1	9	-11	2	.	6	.	-0.9&0.9	4	i	-1
Cc1ccc2cc(C#N)c(N3CCCN(C(=S)NCCCN(C)C)CC3)nc2c1	-6	-1	11	-1	0	-10	-2.8	-1	i	-11
CCOC(=O)Cc1csc(NC(=O)c2sc3nc4ccc(C)cc4cc3c2N)n1	1	2	-2	2	1	48	.	-7	.	-2
O=C(CN1C(=O)NC(c2ccccc2)(c2ccccc2)C1=O)N1CCCCC1	-1	9	-1	.	-3	.	1.6	0	1.2	-3
Cc1cccc(-c2csc(NC(=O)c3cnccn3)c2C(=O)OC(C)C)c1	-9	-13	-5	0	1	13	0.0	-6	0.3	16
Cc1ccccc1N=C1NC(=O)CC(c2ccccc2)S1 (stereo unspecified)	5	-4	-3	-1	0	-14	.	4	-0.3	0
CCOc1cc(C2C(C#N)=C(N)Oc3c2c(=O)oc2ccccc32)ccc1OC(=O)c1cccs1 (stereo unspecified)	18	-17	-11	0	-71	34	-0.2	-6	-0.1	-4
